ST2 IL33 inh – inhibitors of human ST2 (IL1RL1) binding to IL-33, primary screen, biochemical, AlphaLISA | AID 1259354, 2018 | actives 2.3% (n = 78,000) | inhibition, % for hits at 17 µM | Interleukin-1 receptor-like 1 (Homo sapiens), Q01638 | AlphaLISA ST2-Fc/biotin-IL-33 interaction, 1 h; in the data active means inhibition above about 30%; inconclusive means mostly about 10% to 28%
Target sequence (Q01638 whole entry, looked up): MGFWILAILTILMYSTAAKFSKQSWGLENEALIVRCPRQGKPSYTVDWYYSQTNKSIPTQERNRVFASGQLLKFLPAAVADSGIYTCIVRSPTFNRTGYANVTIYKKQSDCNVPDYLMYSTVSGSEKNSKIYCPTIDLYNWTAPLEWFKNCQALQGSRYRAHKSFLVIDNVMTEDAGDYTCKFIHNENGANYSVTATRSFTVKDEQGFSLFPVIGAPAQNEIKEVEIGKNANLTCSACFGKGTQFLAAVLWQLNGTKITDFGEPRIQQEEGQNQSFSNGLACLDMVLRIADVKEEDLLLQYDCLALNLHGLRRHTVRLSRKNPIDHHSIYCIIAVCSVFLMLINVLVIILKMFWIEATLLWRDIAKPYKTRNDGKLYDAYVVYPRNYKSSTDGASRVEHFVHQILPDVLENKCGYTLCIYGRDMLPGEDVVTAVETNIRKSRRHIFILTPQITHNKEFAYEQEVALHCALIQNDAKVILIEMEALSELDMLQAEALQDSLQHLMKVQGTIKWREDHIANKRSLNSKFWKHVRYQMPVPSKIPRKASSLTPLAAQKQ
* marks the source's active call; other numbers are inactive results; i = inactive; ? = inconclusive.

Structure | ST2 IL33 inh
CC1CCN(C[C@H]2CN3CC[C@H]2C[C@@H]3CNC(=O)Nc2ccsc2)CC1 | ?
O=c1[nH]c2c(c(=O)n1C1CCCCC1)CCC2 | i
NC(Cc1cc(O)c(O)cc1O)C(=O)O (centres undefined) | 95%*
CC(=O)NBr | i
Cc1nc(CC(=O)N(CCN2CCOCC2)Cc2ccco2)c(C)s1 | ?
Cn1nc(-c2ccco2)cc1[C@H]1CN2CC[C@H]1C[C@@H]2CNS(=O)(=O)c1ccccc1 | i
CCN(CC)C[C@H]1CN2CC[C@H]1C[C@@H]2CNS(=O)(=O)c1ccc(Cl)cc1 | i
O=C1NC(=O)C(c2ccccc2)(c2ccccc2)C(=O)N1 | ?

In the list so far, 2 contain four or more nitrogen atoms:
Structure | ST2 IL33 inh
CC1CCN(C[C@H]2CN3CC[C@H]2C[C@@H]3CNC(=O)Nc2ccsc2)CC1 | ?
Cn1nc(-c2ccco2)cc1[C@H]1CN2CC[C@H]1C[C@@H]2CNS(=O)(=O)c1ccccc1 | i

Remaining list, next part.
Structure | ST2 IL33 inh
C#CCN(C)C[C@H]1CN2CC[C@H]1C[C@@H]2CNS(=O)(=O)c1ccc(OC)cc1 | i
C=C[C@H]1CN2CC[C@H]1C[C@@H]2CNC(=O)Nc1cccc(C#N)c1 | i
CCCCOC(=O)COc1cc(C)cc2oc(=O)c3c(c12)CCCC3 | ?
C#CCN[C@H](C)Cc1ccccc1 | i
COc1ccccc1NC(=O)N1C[C@@H]2C[C@H](C1)c1c(-c3ccccc3F)ccc(=O)n1C2 | i
CC(C)(C)c1ccc(-c2cn(C[C@H]3CC4CCN3C[C@@H]4C(=O)N3CCOCC3)nn2)cc1 (some centres undefined) | i
C=CCN1C(=O)CSc2ccc(C(=O)N3CCC4(CC3)OCCO4)cc21 | i
Cc1ccc(Cl)cc1N(C)C(=O)C1c2ccccc2C(=O)N2CCCCC12 (centres undefined) | i
CN(C)c1ccc(NC(=S)NC[C@H]2C[C@@H]3CCN2C[C@@H]3CN2CCc3ccccc32)cc1 | i
COc1ccccc1N1CCN(Cc2ccccc2F)CC1 | i
CN1CCN(Cc2ccc3c(c2)OCCO3)CC1 | i
O=C(c1cnccn1)N1C[C@@H](c2cc(F)cc(F)c2)[C@@H]2[C@H]1C1CCN2CC1 | i
Clc1ccccc1N1CCN(Cc2ccccc2)CC1 | i
CCn1cc(CNC(C)Cc2ccc(C)cc2)cn1 (centres undefined) | i
COc1cc(CC(C)N)c(OC)cc1I (centres undefined) | i
O=C(O)CCC(=O)N1C[C@@H]2C[C@H](C1)c1c(-c3cc4ccccc4s3)ccc(=O)n1C2 | i

Of the compounds above, these contain a COOH group.
Structure | ST2 IL33 inh
NC(Cc1cc(O)c(O)cc1O)C(=O)O (centres undefined) | 95%*
O=C(O)CCC(=O)N1C[C@@H]2C[C@H](C1)c1c(-c3cc4ccccc4s3)ccc(=O)n1C2 | i

The listing continues.
Structure | ST2 IL33 inh
CC(C)c1ccc(CC2(CCc3ccncc3)C(=O)NC(=O)NC2=O)cc1 | i
O=C(CN1CCCC1=O)Nc1ccccc1 | ?
CN1CCc2nc(N)c(C#N)c(-c3ccc(Br)cc3)c2C1 | 34%*
CC(C)(C)c1ccc(-c2cn(C[C@H]3CC4CCN3C[C@@H]4C(=O)NC3CCCCC3)nn2)cc1 (some centres undefined) | i
CC(=O)Nc1ccc(-c2ccc(=O)n3c2[C@@H]2C[C@@H](CN(C(=O)c4ccco4)C2)C3)cc1 | ?
CCOP(=S)(Oc1ccc([N+](=O)[O-])cc1)Oc1ccc([N+](=O)[O-])cc1 | i
Cc1nc(-c2cccs2)cc([C@H]2CN3CC[C@H]2C[C@@H]3CNC(=O)NC(C)C)n1 | i
O=C1C2CCCN2C(c2ccncc2)N1c1ccc(Cl)c(Cl)c1 (centres undefined) | i
C=CCN(C)C[C@H]1CN2CC[C@H]1C[C@@H]2CNC(=S)NCCN1CCOCC1 | i
COc1ccc(C2N(c3ccccn3)C(=O)C3CCCN32)cc1 (centres undefined) | i
CCN1CCN(Cc2ccc(OC)c(C)c2C)CC1 | i
COc1ccccc1CN1CCN(c2ccccc2Cl)CC1 | ?
Fc1ccc(N2CCN(Cc3cc(F)ccc3F)CC2)cc1 | ?
O=c1ccc(-c2ccc(Cl)cc2)c2n1C[C@H]1C[C@@H]2CN(S(=O)(=O)c2ccccc2)C1 | i
Cc1ccc(CN2CCN(CCO)CC2)cc1 | i
Cc1nc2nc(SCC(=O)N3CCC4(CC3)OCCO4)nn2c(C)c1Cc1ccccc1 | ?
CCN(CCCl)Cc1ccccc1Br | i
CC12CN3CC(C)(CN(C1)C3c1cccs1)C2O (centres undefined) | i
CS(=N)(=O)CC[C@H](N)C(=O)O (some centres undefined) | i
CCCNC(=O)N1CCC2(CCNCC2)C1 | i
O=C(c1ccc(F)cc1)N1C[C@@H]2C[C@H](C1)c1c(-c3cncnc3)ccc(=O)n1C2 | i
CC(C)c1nccc(CN2CCC3(CC2)C(=O)NCCN3C)n1 | i
COc1ccc(C(=O)N2C[C@@H]3C[C@H](C2)c2c(-c4ccc(Cl)cc4)ccc(=O)n2C3)cc1 | ?
O=C(O)c1[nH]c2ccc(Cl)cc2c1CC(=O)N1CCC2(CC1)OCCO2 | i
CC[C@H]1CN2CC[C@H]1C[C@@H]2CNC(=S)NCC1CCCCC1 | i
CN1CCN([C@H]2[C@@H]3OC[C@@H](O3)[C@@H](NCc3ccccn3)[C@@H]2O)CC1 | i
CCOC(=O)C1C2NC(=O)N(c3cccc(C)c3)C1(C)Oc1c(OCC)cccc12 (centres undefined) | i
COC(=O)N1CCN(C(=O)Cc2ccc(Cl)c(Cl)c2)C(CN2CCCC2)C1 (centres undefined) | ?
C#C[C@H]1CN2CC[C@H]1C[C@@H]2CNC(=O)Nc1cc(OC)cc(OC)c1 | ?
NCC(CC(=O)O)c1ccc(Cl)cc1 (centres undefined) | i
Cc1cccc(N2CCN(Cc3ccc(N(C)C)cc3)CC2)c1C | 54%*
O=c1c2ccccc2nc(CSc2ncnc3ccccc23)n1-c1ccccc1 | ?
CC(Cc1ccccc1)NC=O (centres undefined) | i
C[N+](C)(C)CC#CCOC(=O)Nc1cccc(Cl)c1 | ?
COc1cc(C)c(CN2CCN(c3ccccc3)CC2)cc1C | 31%*
O=c1cccc2n1CC1CC2CN(c2c([N+](=O)[O-])nn(-c3ccccc3)[n+]2[O-])C1 (centres undefined) | i
C=C[C@H]1CN2CC[C@H]1C[C@@H]2CNC(=O)c1ccc(C(F)(F)F)cc1 | ?
Cn1nc(C2CCCC2)cc1[C@H]1CN2CC[C@H]1C[C@@H]2CNC(=S)Nc1ccccc1 | i
S=C(NC[C@H]1C[C@@H]2CCN1C[C@@H]2CN1CCOCC1)Nc1ccc(-n2cccn2)cc1 | i
CCCNC(=O)OC[C@H]1C[C@@H]2CCN1C[C@@H]2c1cc(-c2ccccc2)nn1C | i
COc1cccc(/C=C/[N+](=O)[O-])c1 | ?
O=[N+]([O-])c1cc(O)c(O)c([N+](=O)[O-])c1 | i
CCC(CC)c1cc([C@H]2CN3CC[C@H]2C[C@@H]3CN(CC2CC2)CC2CC2)nc(-c2ccncc2)n1 | i
O=C(Nc1ccon1)c1cccn(Cc2cccc(C(F)(F)F)c2)c1=O | i
CC1=CC(=O)[C@@H](O)[C@@]2(C)C1C[C@H]1OC(=O)[C@H](O)[C@@]3(O)[C@@H](C)[C@@H](O)[C@H](O)C2[C@@]13C (some centres undefined) | ?
Clc1ccc(CN2CCN(c3ccccc3)CC2)cc1Cl | i
O=C(c1ccncc1)N1C[C@@H]2C[C@H](C1)c1ccc(-c3cncnc3)c(=O)n1C2 | i
COc1ccc(-c2cc([C@H]3CN4CC[C@H]3C[C@@H]4CNC(=O)C3CCCCC3)n(C)n2)cc1 | i
COc1ccccc1-c1cc([C@H]2CN3CC[C@H]2C[C@@H]3CNS(=O)(=O)c2ccc(NC(C)=O)cc2)n(C)n1 | i
COc1ccc(-c2cc([C@H]3CN4CC[C@H]3C[C@@H]4CNC(=O)c3cccs3)n(C)n2)cc1 | ?
COc1cc(C(=O)NC[C@H]2C[C@@H]3CCN2C[C@@H]3c2cc(-c3ccco3)nc(C)n2)cc(OC)c1OC | i
COc1cccc(N2CCN(Cc3ccc(Br)cc3)CC2)c1 | i
C[C@@H]1O[C@@H](O[C@@H]2C=C3CC[C@@H]4C(CC[C@]5(C)[C@@H](c6ccc(=O)oc6)CC[C@]45O)[C@@]3(C)CC2)[C@H](O)[C@H](O)[C@H]1O (some centres undefined) | i
COc1ccccc1C(=O)c1nc2ccccc2n1C(C)C | i
COc1ccc(Cc2nccc3cc(OC)c(OC)cc23)cc1OC | ?
COc1ccccc1N1CCNCC1 | i

(listing goes on)
Structure | ST2 IL33 inh
NCCc1c[nH]c2ccc(OCc3ccccc3)cc12 | ?
CN1CCN(c2ccc3ccccc3n2)CC1 | i
CC[C@H]1CN2CC[C@H]1C[C@@H]2CNC(=O)Nc1ccc(C(C)=O)cc1 | i
CCN1CCN(Cc2ccc(OC)cc2OC)CC1 | i
Cc1cc(OCC(=O)N2CCN(C)CC2)cc(C)c1Br | i
O=c1oc2ccccc2c(O)c1C(c1ccc([N+](=O)[O-])cc1)c1c(O)c2ccccc2oc1=O | ?
COc1ccc(-c2ccc3n(c2=O)C[C@H]2C[C@@H]3CN(C(=O)c3ccc(C#N)cc3)C2)cc1 | i
CC(C)N(CCC(C(N)=O)(c1ccccc1)c1ccccn1)C(C)C (centres undefined) | i

Five entries from above, ordered by molar mass, smallest number first:
Structure | ST2 IL33 inh
CC(=O)NBr | i
CS(=N)(=O)CC[C@H](N)C(=O)O (some centres undefined) | i
CCCCOC(=O)COc1cc(C)cc2oc(=O)c3c(c12)CCCC3 | ?
CC(C)(C)c1ccc(-c2cn(C[C@H]3CC4CCN3C[C@@H]4C(=O)N3CCOCC3)nn2)cc1 (some centres undefined) | i
COc1ccccc1-c1cc([C@H]2CN3CC[C@H]2C[C@@H]3CNS(=O)(=O)c2ccc(NC(C)=O)cc2)n(C)n1 | i

(continued)
Structure | ST2 IL33 inh
O=C(c1ccccc1)c1cc(Cl)ccc1NC(=O)c1cc2ccccc2oc1=O | i
Cc1cccc(-n2c(/C=C3\C(=O)Nc4ccccc43)nc3ccccc3c2=O)c1 | i
Cc1ccccc1N1CCN(Cc2ccc(N(C)C)cc2)CC1 | 45%*
O=c1c2cc(F)ccc2ncn1Cc1cn2ccccc2n1 | ?
C=CCN1C(=O)NC(=O)/C(=C/c2cn(Cc3ccc(Cl)cc3)c3ccccc23)C1=O | ?
CC[C@H]1CN2CC[C@H]1C[C@@H]2CNC(=O)Nc1cccc(C#N)c1 | i
O=C(O)CCCC(=O)N1C[C@@H]2C[C@H](C1)c1ccc(-c3ccc(Cl)cc3)c(=O)n1C2 | ?
N#Cc1cccc(-c2ccc3n(c2=O)C[C@H]2C[C@@H]3CN(C(=O)c3ccc(F)cc3)C2)c1 | ?
Cn1nc(-c2cccs2)cc1[C@H]1CN2CC[C@H]1C[C@@H]2CNS(C)(=O)=O | i
COc1ccccc1N1CCN(C[C@H]2CN3CC[C@H]2C[C@@H]3CNC(=O)Nc2cccc(SC)c2)CC1 | ?
Cn1nc(-c2cccs2)cc1[C@H]1CN2CC[C@H]1C[C@@H]2CO | i
O=c1[nH]ccc2ccc(-c3cccc4c3CCNC4)cc12 | ?
CN1C[C@H](CNC(=O)OCc2ccccc2)C[C@@H]2c3cccc4c3c(cn4C)C[C@H]21 | i
COc1ccc(CN2CCN(c3ccccc3)CC2)cc1O | i
N#Cc1cccc(-c2ccc(=O)n3c2[C@@H]2C[C@@H](CN(C(=O)c4cccs4)C2)C3)c1 | i
CC1CCN(C[C@H]2CN3CC[C@H]2C[C@@H]3CNC(=O)Nc2cccc(C#N)c2)CC1 | i
CCN(CC)c1nc2c(C)cccn2c(=O)c1C=C1C(=O)NC(=O)NC1=O | ?
Fc1ccc(CN2CCN(c3ccccc3)CC2)cc1Br | ?
C#C[C@H]1CN2CC[C@H]1C[C@@H]2CNC(=S)NC1CCCCC1 | i
Cc1cccnc1CC(C)NC1Cc2ccccc2C1 (centres undefined) | i
CCn1nc(C)c(NC(=O)CNC(C)Cc2cnccn2)c1C (centres undefined) | ?
COc1ccc(C(=O)c2nc3ccccc3n2C(C)C)cc1OC | i
S=C(NC[C@H]1C[C@@H]2CCN1C[C@@H]2CN1CCSCC1)Nc1ccccc1 | i
Cc1cccnc1CC(C)N(C)Cc1cc(F)ccc1O (centres undefined) | ?
CC[C@H]1CN2CC[C@H]1C[C@@H]2CNC(=S)NC1CCCCC1 | i
O=C(C1CCC(=O)N1Cc1ccccc1Cl)N1CCC2(CC1)OCCO2 (centres undefined) | i
COC1=CC(=O)O[C@@H](CCc2ccccc2)C1 | i
O=c1cccc2n1C[C@H]1C[C@@H]2CN(C[C@H]2CN3CC[C@H]2C[C@@H]3CNC(=S)Nc2ccccc2)C1 | i
Cc1c2ccncc2c(C)c2c1[nH]c1ccccc12 | ?
C#CCN(C)C[C@H]1CN2CC[C@H]1C[C@@H]2CNC(=O)Nc1ccsc1 | i
Cc1ccc(S(=O)(=O)N[C@@H](CCCCN)C(=O)CCl)cc1 | i
O=C(c1ccc(N2N=N2)cc1)c1ccc(N2N=N2)cc1 | i
O=c1c(-c2cccnc2)ccc2n1C[C@H]1C[C@@H]2CN(Cc2ccc(CO)o2)C1 | i
CCCN(CCO)C1CCC(CC)CC1 (centres undefined) | i
CCN(CC)C[C@H]1CN2CC[C@H]1C[C@@H]2CNC(=O)c1ccco1 | i
CC1N=C(c2ccccc2)c2ccccc2N(CC(=O)NCC2CCCO2)C1=O (centres undefined) | i
CCOc1ccccc1N1CCN(Cc2ccccc2)CC1 | ?
COc1cc(CN2CCN(c3ccccc3)CC2)cc(Br)c1O | ?

Only part of the results is shown, so the mix of outcomes need not match the whole.
